# SRC2 TRFRET art: TR-FRET signal artefacts, primary screen, artefact control for PPARgamma SRC-2 agonist project, biochemical | AID 1049, 2008 | TR-FRET artefact counter-screen; active compounds read high | 200,000 compounds, 0.4% hits | TR-FRET ratio at 8 µM; in the data active = TR-FRET ratio above about 2000; also: inactives centre near 1500
# TNAP act hi DEA: TNAP activators at high phosphate acceptor level, primary screen, biochemical, luminescence, uHTS; purified TNAP, CDP-star luminescence, 1 M DEA, 30 min; active compounds read high; 0 = EDTA background, 1 = DMSO-only activity; Alkaline phosphatase, tissue-nonspecific isozyme (Homo sapiens), P05186; activation factor at 20 µM; 200,000 tested, under 10 active;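 active = activation factor at least 2 at 20 µM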
# Target sequence (P05186 whole entry, looked up): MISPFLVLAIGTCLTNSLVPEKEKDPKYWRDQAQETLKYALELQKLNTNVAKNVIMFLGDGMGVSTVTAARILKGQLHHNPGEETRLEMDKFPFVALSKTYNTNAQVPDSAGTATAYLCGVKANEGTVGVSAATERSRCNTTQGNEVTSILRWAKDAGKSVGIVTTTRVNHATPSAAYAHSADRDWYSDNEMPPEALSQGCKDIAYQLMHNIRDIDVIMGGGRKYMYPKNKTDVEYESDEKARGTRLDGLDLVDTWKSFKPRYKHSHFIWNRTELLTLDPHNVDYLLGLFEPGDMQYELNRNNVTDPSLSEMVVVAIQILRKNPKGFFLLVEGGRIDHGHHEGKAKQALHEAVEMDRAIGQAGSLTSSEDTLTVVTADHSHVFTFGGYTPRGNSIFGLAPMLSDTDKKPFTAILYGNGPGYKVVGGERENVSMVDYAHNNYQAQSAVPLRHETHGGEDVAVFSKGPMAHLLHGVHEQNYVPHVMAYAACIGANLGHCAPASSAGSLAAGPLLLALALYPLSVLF
#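 Test system – human TNAP · Doses – 20 µM single point · Incubation – 30 min, room temperature · Signal – luminescent substrate turnover signal · Read-out basis – activation factor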
# PPARg SRC1 recr: PPARgamma agonists recruiting SRC-1 coactivator, primary screen, biochemical; Peroxisome proliferator-activated receptor gamma (Homo sapiens), P37231; PPARgamma-SRC-1 coactivator recruitment biochemical assay; activation, % at 8 µM; 200,000 compounds, 0.41% hits; in the data active = activation above about 19%;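 also: 0% = DMSO and 100% = reference agonist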
# Target sequence (P37231 whole entry, looked up): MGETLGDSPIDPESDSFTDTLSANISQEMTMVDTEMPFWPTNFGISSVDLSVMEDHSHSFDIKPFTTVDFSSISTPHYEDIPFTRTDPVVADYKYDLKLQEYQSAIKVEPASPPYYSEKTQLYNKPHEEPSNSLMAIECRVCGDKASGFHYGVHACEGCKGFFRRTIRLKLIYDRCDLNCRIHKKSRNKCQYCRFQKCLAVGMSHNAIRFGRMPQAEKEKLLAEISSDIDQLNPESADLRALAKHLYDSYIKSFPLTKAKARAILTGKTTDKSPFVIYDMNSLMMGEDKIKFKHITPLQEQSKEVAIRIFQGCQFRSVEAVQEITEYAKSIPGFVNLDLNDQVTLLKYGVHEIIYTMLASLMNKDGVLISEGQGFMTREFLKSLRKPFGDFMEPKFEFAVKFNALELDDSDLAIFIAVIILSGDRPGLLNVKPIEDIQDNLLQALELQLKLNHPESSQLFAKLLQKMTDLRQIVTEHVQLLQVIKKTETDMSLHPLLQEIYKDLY
# TNAP inh noacc: human TNAP enzyme inhibitors, primary screen, biochemical, luminescent, no phosphate acceptor, uHTS; Alkaline phosphatase, tissue-nonspecific isozyme (Homo sapiens), P05186; purified TNAP, CDP-star luminescence, 30 min; inhibition, % at 20 µM; 200,000 compounds, 0.26% hits; AID 1012, 2008;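 active = tissue-nonspecific alkaline phosphatase inhibition above about 50% at 20 µM in the single-dose screen, limit read from the data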;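 also: 0% = DMSO negative control and 100% = EDTA positive control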
# PPARg SRC-2 ag: agonists of PPARg-SRC-2 recruitment, primary screen, biochemical, HTS. PPARgamma LBD-SRC-2 recruitment. AID 1032, 2008. activation, % at 8 µM. Peroxisome proliferator-activated receptor gamma (Homo sapiens), P37231. 200,000 compounds, 0.34% hits; in the data active = activation above about 22%;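 also: 0% = vehicle and 100% = reference agonist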
# HMGR II inh: inhibitors of E. faecalis class II HMGR, primary screen, biochemical, Enterococcus faecalis | HMG-CoA reductase (Enterococcus faecalis, mvaE) | purified E. faecalis HMGR, NADPH absorbance 340 nm kinetic | inhibition, % at 10 µM | 190,000 compounds, 0.41% hits | AID 1066, 2008;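 active = inhibition above a set limit, the median over all tested compounds plus 3 SD, cut at about 9.5% in these data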;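 also: enzyme runs in reverse so mevalonate oxidation gives rising NADPH absorbance; 0% = complete reaction with DMSO and 100% = background rate lacking mevalonate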
# bIAP inh: bovine intestinal alkaline phosphatase inhibitors, primary screen, selectivity assay for TNAP inhibitor project, biochemical, bovine IAP, CDP-star luminescence. alkaline phosphatase, intestinal [Bos taurus]. purified bovine IAP, 30 min. inhibition, % at 20 µM. 190,000 tested, under 10 active;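 active = over 50% inhibition of intestinal alkaline phosphatase at 20 µM in the single-dose screen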
#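 Assay system – bovine IAP enzyme · Quantity – bovine IAP at 1/65,000,000 final dilution · Detection – CDP-star luminescence signal · Times – 30 min reaction at room temperature · Also added – CDP-star substrate at 30 µM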
# PPARg SRC3 recr: PPARgamma agonists recruiting SRC-3 coactivator, primary screen, biochemical; Peroxisome proliferator-activated receptor gamma (Homo sapiens), P37231; biochemical PPARgamma/SRC-3 coactivator recruitment assay; activation, % at 8 µM; 200,000 compounds, 0.26% hits; AID 731, 2007; in the data active = activation above about 23%;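 also: 0% = DMSO and 100% = reference agonist; some compounds past the cut are filed as inactive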
# TNAP inh hiacc: human TNAP enzyme inhibitors, primary screen, biochemical, luminescent, high phosphate acceptor level, uHTS; purified TNAP, CDP-star luminescence, 1 M DEA; inhibition, % at 20 µM; 200,000 compounds, 0.03% hits;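 active = over 50% inhibition of tissue-nonspecific alkaline phosphatase at 20 µM in the single-dose screen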;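 also: plate controls were DMSO wells for no effect and EDTA-quenched wells as full inhibition for full effect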
# bIAP activator: bovine intestinal alkaline phosphatase activators, primary screen, biochemical, bovine IAP, CDP-star luminescence | purified bovine IAP, 30 min; active compounds read high; fold of DMSO-control signal, blank-subtracted | alkaline phosphatase, intestinal [Bos taurus] | activation factor at 20 µM | 200,000 compounds, 0.17% hits | AID 1016, 2008;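 active = activation factor of 2 or more at 20 µM, a signal rise over negative controls twice the positive control's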
# * hit, by the source's call. No enrichment for hits; overall some 1.6% were active at least once.
Compound	bIAP inh	bIAP activator	TNAP inh hiacc	TNAP act hi DEA	TNAP inh noacc	HMGR II inh	PPARg SRC-2 ag	PPARg SRC1 recr	SRC2 TRFRET art	PPARg SRC3 recr
O=C(O)c1cccc(NS(=O)(=O)c2ccc(NC(=O)c3ccco3)cc2)c1	-12	1.1	-1	1	-10	-1	1	-9	1352	-1
O=C1c2ccccc2C(O)(Cc2ccccc2)N1Cc1ccco1 (stereo not drawn)	10	0.9	-4	1	-9	-1	-4	-5	1502	-17
Oc1ccc2ccccc2c1/C=N/n1cnnc1	11	0.9	-3	1	-12	-3	2	1	1720	1
Oc1ccc(/C=N/Nc2ncnc3c2ncn3Cc2ccccc2)cc1O	-2	1	8	0.9	-47	0	3	3	1360	4
CC1(C)C([N+](=O)[O-])C(c2ccc(O)cc2)NC(c2ccc(O)cc2)C1[N+](=O)[O-] (stereo not drawn)	-2	1	4	1	-23	-2	0	8	1384	4
Cc1onc(-c2ccccc2Cl)c1C(=O)N(C)C1CCCCC1	6	0.9	-9	1.1	5	-8	3	-2	1407	-13
Cc1cc(C(=O)Nc2ccc(C(=O)O)cc2)c(-c2ccccc2)o1	13	0.9	0	1	-9	1	-8	2	1673	11
COCCN1C=C(C(=O)OC)C(c2cc(Br)c(OC)c(OC)c2)C(C(=O)OC)=C1	-35	1.3	-9	1.1	-13	-5	1	2	1547	3
Cn1ncc([N+](=O)[O-])c1C(=O)Nc1ccc(-c2nc3ccccc3o2)cc1	8	0.9	-2	1	-5	4	11	3	1778	0
CCOc1ccc(-n2c(C)nc(O)c2N=Nc2ccccc2)cc1	-22	1.2	12	0.9	-2	-11	0	11	1583	6
N#C/C(=C(/O)CCl)c1nc2ccccc2[nH]1	-24	1.2	-1	1	-17	1	-3	1	1530	7
Cc1ccc(S(=O)(=O)N2CCOCC2)cc1NC(=O)COC(=O)c1cc(=O)[nH]c2ccccc12	-11	1.1	-5	1	-14	1	0	8	1323	-2
O=S(N1CCCCC1)C12CC3CC(CC(C3)C1)C2 (stereo not drawn)	-3	1	3	1	11	0	-6	2	1520	-3
CCc1ccc2[nH]c(=O)c(CN(Cc3ccco3)C(=S)NCC3CCCO3)cc2c1 (stereo not drawn)	3	1	-2	1	-1	-2	3	1	1489	-1
COc1ccc(-c2ccnc(SCC(=O)c3ccc(Br)cc3)n2)cc1	12	0.9	-2	1	-5	0	0	10	1507	-2
O=C(COC(=O)c1ccccn1)Nc1cc(Cl)ccc1Cl	12	0.9	-7	1.1	-16	-1	4	-1	1576	0
COc1ccc(OC)c(/C=N/NC(=O)CC(=O)NCc2ccccc2)c1	0	1	-5	1.1	-8	-1	4	-5	1731	2
CCc1cccc2c(C(=O)COC(=O)C3=NNC(=O)CC3)c[nH]c12	2	1	-4	1	-8	1	3	6	1774	1
COc1ccccc1C(=O)Nc1cccnc1	-4	1	-3	1	-10	-1	10	6	1551	3
CCc1ccc(NC(=O)COc2ccc(F)cc2C(=O)c2cnn(-c3ccccc3)c2)cc1	-3	1	-2	1	0	-8	6	-2	1700	1
CC1(C)CC(=O)C2=C(C1)c1c(ccc3ccccc13)NC2c1cc([N+](=O)[O-])cc([N+](=O)[O-])c1O (stereo not drawn)	-4	1	11	0.9	9	2	4	7	1598	3
CCN(CC)c1ccc(NC(=O)Cn2cc3c(n2)CCC(C)C3)c(C)c1 (stereo not drawn)	2	1	-5	1	-10	-5	11	8	1506	4
CNc1nc2ccccc2n1N	39	0.6	-2	1	-9	-1	1	7	1522	2
CC(C)NC(=O)c1cc2c(-c3ccc(Cl)cc3)nn(C)c2s1	11	0.9	-5	1	-13	-2	-11	-3	1566	-1
Cc1cc(C)n(CCOc2ccc(Cl)cc2Cl)n1	4	1	-8	1.1	-9	-3	0	0	1564	-7
CCOc1ccc(Cl)cc1S(=O)(=O)NCc1ccccn1	-6	1.1	2	1	0	-10	14	1	1630	7
O=C(O)c1c(Cl)c(Cl)c(Cl)c(Cl)c1C(=O)N1CCOCC1	14	0.9	-3	1	-14	-1	7	4	1326	5
CN1CC2(C(=O)c3ccccc3)CN(C)CC(C(=O)c3ccccc3)(C1)C2	3	1	-2	1	2	-5	-7	0	1564	-5
Cc1ccc(-c2cc3cccc[n+]3cc2-c2ccc(C)cc2)cc1	7	0.9	-2	1	-2	2	4	-4	1463	0
O=C(/C=N\O)NCCCNCc1ccccc1	7	0.9	-4	1	-12	-3	10	0	1575	-6
N#Cc1nc(COc2ccc(F)cc2)oc1NCCN1CCOCC1	4	1	-4	1	-13	-3	1	-4	1409	-7
O=c1cc(O)c(-c2cccc(C(F)(F)F)c2)c(Cl)[nH]1	-4	1	-1	1	-11	-3	10	8	1495	3
O=C(CCc1ccccc1)OCCN1CCOCC1	-4	1	-6	1.1	-11	1	0	1	1444	4
COC(=O)CNC(=O)c1cc(OC)cc(OC)c1	3	1	-4	1	-7	18*	-4	-8	1399	-1
Cc1ccc(S(=O)(=O)NCCCCCC(=O)Nc2ccccn2)cc1	16	0.8	2	1	-3	1	7	7	1556	1
CCCCN(C)CCNS(=O)(=O)c1ccc2c(c1)n(C)c(=O)c(=O)n2C	13	0.9	-7	1.1	9	-6	-3	-7	1558	1

# Rewritten with two lines to a compound: 13 of the compounds above
# Order of results – bIAP inh	bIAP activator	TNAP inh hiacc	TNAP act hi DEA	TNAP inh noacc	HMGR II inh	PPARg SRC-2 ag	PPARg SRC1 recr	SRC2 TRFRET art	PPARg SRC3 recr
> O=C(O)c1cccc(NS(=O)(=O)c2ccc(NC(=O)c3ccco3)cc2)c1
 : -12	1.1	-1	1	-10	-1	1	-9	1352	-1
> O=C1c2ccccc2C(O)(Cc2ccccc2)N1Cc1ccco1 (stereo not drawn)
 : 10	0.9	-4	1	-9	-1	-4	-5	1502	-17
> Oc1ccc2ccccc2c1/C=N/n1cnnc1
 : 11	0.9	-3	1	-12	-3	2	1	1720	1
> Oc1ccc(/C=N/Nc2ncnc3c2ncn3Cc2ccccc2)cc1O
 : -2	1	8	0.9	-47	0	3	3	1360	4
> CC1(C)C([N+](=O)[O-])C(c2ccc(O)cc2)NC(c2ccc(O)cc2)C1[N+](=O)[O-] (stereo not drawn)
 : -2	1	4	1	-23	-2	0	8	1384	4
> Cc1onc(-c2ccccc2Cl)c1C(=O)N(C)C1CCCCC1
 : 6	0.9	-9	1.1	5	-8	3	-2	1407	-13
> Cc1cc(C(=O)Nc2ccc(C(=O)O)cc2)c(-c2ccccc2)o1
 : 13	0.9	0	1	-9	1	-8	2	1673	11
> COCCN1C=C(C(=O)OC)C(c2cc(Br)c(OC)c(OC)c2)C(C(=O)OC)=C1
 : -35	1.3	-9	1.1	-13	-5	1	2	1547	3
> Cn1ncc([N+](=O)[O-])c1C(=O)Nc1ccc(-c2nc3ccccc3o2)cc1
 : 8	0.9	-2	1	-5	4	11	3	1778	0
> CCOc1ccc(-n2c(C)nc(O)c2N=Nc2ccccc2)cc1
 : -22	1.2	12	0.9	-2	-11	0	11	1583	6
> N#C/C(=C(/O)CCl)c1nc2ccccc2[nH]1
 : -24	1.2	-1	1	-17	1	-3	1	1530	7
> Cc1ccc(S(=O)(=O)N2CCOCC2)cc1NC(=O)COC(=O)c1cc(=O)[nH]c2ccccc12
 : -11	1.1	-5	1	-14	1	0	8	1323	-2
> O=S(N1CCCCC1)C12CC3CC(CC(C3)C1)C2 (stereo not drawn)
 : -3	1	3	1	11	0	-6	2	1520	-3

# (listing goes on)
Compound	bIAP inh	bIAP activator	TNAP inh hiacc	TNAP act hi DEA	TNAP inh noacc	HMGR II inh	PPARg SRC-2 ag	PPARg SRC1 recr	SRC2 TRFRET art	PPARg SRC3 recr
O=C(Cn1cnc2c(nnn2-c2ccccc2)c1=O)NCc1ccc(F)cc1	10	0.9	-6	1.1	-3	2	9	7	1557	4
O=C(CC12CC3CC(CC(C3)C1)C2)N1CCCOC1	2	1	-8	1.1	-10	0	0	0	1545	15
COc1cc(C(=O)Nc2cc(C(F)(F)F)ccc2Cl)cc(OC)c1OC	9	0.9	-4	1	-11	0	10	-3	1492	3
Clc1ccc(-c2cc(-c3nnc4n3CCCCC4)c3ccccc3n2)cc1	-2	1	-1	1	-6	3	1	-3	1548	0
Cc1ccc2cc3c(N)c(C(=O)Nc4c(C)[nH]c(=O)[nH]c4=O)sc3nc2c1	-4	1	4	1	0	-3	3	1	1639	3
COc1cc(NC(=O)C(=O)NCCN(C)C)c(OC)cc1Cl	-8	1.1	-8	1.1	-10	-2	-1	11	1734	4
Nc1cc(Cl)ccc1Oc1ccc2ccccc2c1	13	0.9	-4	1	-6	3	3	1	1555	-2
C#Cc1ccc([C@H]2C=C(C(=O)NC3CC3)O[C@@H](OCC)[C@@H]2CCCO)cc1	-10	1.1	-6	1.1	-7	0	0	6	1541	-1
Cc1c(C(=O)c2ccc(N(C)C)cc2)c2ccccn2c1CCC#N	2	1	3	1	1	-8	6	-1	1397	5
COC(=O)Nc1ccc(S(=O)(=O)N2CCC(C(=O)N3CCCCC3C)CC2)cc1 (stereo not drawn)	-2	1	-3	1	-35	5	-1	1	1657	-2
Oc1ccc(Br)cc1C=Nc1ccc2c3c(cccc13)CC2	-3	1	8	0.9	-4	2	11	9	1730	13
CCOc1cccc2sc(NC(=O)c3ccc(Br)s3)nc12	-2	1	-8	1.1	-27	-7	0	12	1581	20
Cc1ccc(SCc2ccc(C(=O)Nc3cc([N+](=O)[O-])ccc3C)cc2)cc1	6	0.9	-4	1	1	-3	1	1	1460	-3
O=C(CSc1nnc(CNC(=O)c2c(F)cccc2Cl)o1)Nc1ccc2c(c1)OCCO2	7	0.9	-4	1	-13	2	-7	-2	1479	-11
NNC(=O)c1ccccc1-n1cccc1	2	1	-2	1	3	-4	5	3	1355	-3
O=C(CCC(=O)c1ccc(Cl)cc1)OCC(=O)c1ccccc1	-6	1.1	-6	1.1	-14	-4	1	-5	1584	-5
CN(CC(=O)NCCC1=CCCCC1)S(=O)(=O)c1ccc2c(c1)CCC(=O)N2	14	0.9	-2	1	-17	2	-3	0	1364	0
COc1ccc(S(=O)(=O)NN(C)C)cc1N(C)S(=O)(=O)c1ccc(Cl)cc1	7	0.9	2	1	-1	-4	-4	10	1682	-2
CC12CCC(C(=O)Nc3nc4ccccc4s3)(OC1=O)C2(C)C (stereo not drawn)	4	1	-9	1.1	-8	-2	1	4	1423	4
